Compound activity: PubChem BioAssay, several laboratories
AddAB inh: less growth of phage-infected E. coli with AddAB | inhibition, % at 11.9 µM | 0.29% of 330,000 active | E. coli expressing H. pylori AddAB, absorbance growth; in the data active means inhibition above about 12%;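 further: 0% = vehicle wells of infected cells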
CAL PDZ FP-1: CAL PDZ (human) peptide binding inhibition. Q9HD26. purified CAL PDZ, TMR-peptide fluorescence polarization, 1 h. inhibition, % at 24.9 µM. 0.92% of 300,000 active. AID 602252;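 active means mean inhibition of at least 30% with at least half of replicates also reaching 30%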;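 further: 0% = DMSO neutral control and 100% = excess unlabeled competitor peptide PRC23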
E coli growth: bacterial growth inhibition, counter-screen for AddAB inhibitors; E. coli V3065 growth, OD600 absorbance, 18 h; inhibition, % at 11.9 µM; 0.27% of 330,000 active; AID 449728;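 active means inhibition above the campaign's mean inhibition across all tested compounds plus 3 SD, cut at about 9.9% in these data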;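 further: uninfected addAB+ strain grown without phage in ampicillin broth; 0% = DMSO wells and 100% = ciprofloxacin 0.95 µg/ml wells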
MITF act: increases MITF-driven TRPM1 promoter luciferase signal; 0.75% of 300,000 active; activation, % at 12.5 µM; SK-MEL-5 TRPM1-promoter luciferase, 24 h; % of positive control, neutral wells = 0;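 active means mean activation of at least 80% with every replicate also reaching 80%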;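 further: 0% = neutral control wells and 100% = parthenolide positive control wells; values of inactives mirror those of a sister screen read the other way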
SR-BI HDL uptake: blocks mouse SR-BI lipid uptake from DiI-HDL | inhibition, % at 12.5 µM | 0.96% of 320,000 active | ldlA[mSR-BI] CHO cells, DiI-HDL uptake fluorescence, 3 h;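 active means mean replicate inhibition of at least 70% and a set share of replicates each scoring 70 or more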;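 further: 0% = median of neutral control wells and 100% = median of positive control wells; values of inactives mirror those of a sister screen read the other way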
Target sequence (Q61009 whole entry, looked up): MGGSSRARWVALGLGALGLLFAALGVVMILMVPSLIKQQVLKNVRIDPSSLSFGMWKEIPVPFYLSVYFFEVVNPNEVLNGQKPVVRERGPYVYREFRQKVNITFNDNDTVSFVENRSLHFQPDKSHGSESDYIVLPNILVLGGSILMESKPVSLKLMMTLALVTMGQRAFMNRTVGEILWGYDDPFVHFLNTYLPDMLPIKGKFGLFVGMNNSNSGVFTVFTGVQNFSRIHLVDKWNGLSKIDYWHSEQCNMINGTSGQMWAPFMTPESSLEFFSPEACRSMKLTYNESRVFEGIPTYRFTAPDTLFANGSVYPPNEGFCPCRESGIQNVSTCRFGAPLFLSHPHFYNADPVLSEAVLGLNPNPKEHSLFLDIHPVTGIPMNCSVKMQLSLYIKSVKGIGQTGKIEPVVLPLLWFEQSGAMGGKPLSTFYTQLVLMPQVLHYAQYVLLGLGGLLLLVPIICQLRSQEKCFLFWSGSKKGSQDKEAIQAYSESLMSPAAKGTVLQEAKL
phage Ecoli inh: E. coli growth loss with phage present; growth absorbance; 0.26% of 360,000 active; inhibition, % at 11.9 µM; AID 651602; in the data active means inhibition above about 11%
CAL PDZ FP-2: human CAL PDZ-peptide interaction inhibition. inhibition, % at 20 µM. AID 504414. purified CAL PDZ, TMR-peptide fluorescence polarization, 1 h. 0.02% of 330,000 active;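 active means highest replicate inhibition of at least 40%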;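 further: plate controls were DMSO neutral control wells for no effect and unlabeled competitor peptide control wells for full effect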
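Material: tagged CAL PDZ protein CerCALP, purified; buffer or medium: sodium phosphate/NaCl buffer pH 7.4 with TCEP, IgG, Thesit; also added: fluorescent TMR peptide probe; schedule: 1 h incubation at room temperature before polarization reading; technique: fluorescence polarization from S- and P-plane intensities, G-factor corrected; control set: unlabelled peptide and DMSO controls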
Wnt bcat act: activators of Wnt/beta-catenin signaling; Wnt/beta-catenin reporter cell assay, activator, plate reader; activation, % at 9.35 µM; 1.2% of 300,000 active; in the data active means activation above about 30%, passing the limit was not always enough;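 further: 0% = neutral control wells and 100% = positive control wells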
SR-BI DiI-HDL act: enhances SR-BI lipid uptake from DiI-HDL | CHO ldlA[mSR-BI] cells, DiI-HDL uptake fluorescence, 3 h; 100 = double the neutral-control signal | activation, % at 12.5 µM | 0.096% of 320,000 active | AID 504775;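 active means mean replicate activation of at least 60% and every replicate at or above 60%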;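 further: 0% = median plate neutral-control signal and 100% = twice that signal; values of inactives mirror those of a sister screen read the other way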
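Test system: SR-BI-overexpressing, LDLR-lacking CHO cells; Medium: Ham's F12 with 0.5% BSA, HEPES 25 mM, pH 7.4; Schedule: 3 h, 37 °C; Technique: bottom-read fluorescence, 550/595 nm.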
Tat export inh: blocks Tat-dependent protein export in E. coli | E. coli MC4100 TorA-mCherry Tat export, fluorescence | 0.036% of 340,000 active | inhibition, % at 10 µM | AID 488895;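 active means mean replicate inhibition at least 50% and at least half of replicates individually reaching 50%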;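 further: exported cargo escapes ClpAP degradation while cytoplasmic cargo is degraded and loses fluorescence; 0% = median of neutral control wells and 100% = median of NaSCN control wells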
Starred values were filed as active, the others as inactive; . = not tested or not shown; & = joins results of further samples.

molecule,AddAB inh,CAL PDZ FP-1,E coli growth,MITF act,SR-BI HDL uptake,phage Ecoli inh,CAL PDZ FP-2,Wnt bcat act,SR-BI DiI-HDL act,Tat export inh
CS(=O)(=O)Nc1ccc(C(=O)NC2CC3CCC2C3)cc1 (centres undefined),-2.1,-1,0.0,-3,9,3.5,-0.4,-4,-9,2
O=C(NCc1ccccn1)c1ccc(Cn2cc(C(F)(F)F)ccc2=O)cc1,2.0,0,0.5,3,-8,5.8,-0.3,-1,8,2
N#CCC(CNc1ncc(C(F)(F)F)cc1Cl)OC(=O)c1c(F)cccc1F (centres undefined),1.6,-1,-2.0,-2,-15,-1.6,-3.0,.,15,10
C=CC[C@H](CC(=O)N(CCO)Cc1ccccc1)C(=O)NC[C@@H](OC(=O)[C@@H](CC=C)Cc1ccc(F)cc1)c1ccccc1,1.7,-4,-1.1,0,38,-0.2,0.6,-3,-38,7
NC(=O)CC(NC(=O)Cc1ccc(Cl)cc1)c1ccc(NCC2CC2)c([N+](=O)[O-])c1 (centres undefined),0.4,5,-4.0,43,-12,1.6,-0.4,2,12,3
O=C(NCCCN1CCOCC1)c1cc(-c2ccc3c(c2)OCO3)nc2ccccc12,-1.2,1,-0.4,.,31,0.3,0.6,-3,-31,15
CCCNC(=S)N1CCC(C(=O)c2ccc(F)cc2)CC1,2.1,0,0.4,.,14,3.2,-1.1,2,-14,-12
CCN(CC(=O)NC1CCCC1)S(=O)(=O)c1ccc(C)cc1,-2.7,-1,-0.2,-7,-11,1.8,0.0,.,11,-3
COc1cc(CNc2ccc3[nH]c(=O)[nH]c3c2)ccc1OCc1ccc(Cl)cc1,4.0,-2,-1.4,.,63,1.0,0.2,11,-63,-7
CCCCCCC(=O)c1c(C)[nH]c(C(=O)OCC)c1C,4.1,-3,1.4,.,41,3.7,-1.5,.,-41,0
COc1cc(CC(=O)Nc2sccc2C(N)=O)cc(OC)c1OC,-0.4,-5,0.6,-10,.,2.2,-2.6,.,.,1
CCc1ccccc1NC(=O)C1CCCN1S(=O)(=O)c1ccc2c(c1)n(C)c(=O)c(=O)n2C (centres undefined),3.6,.,-1.7,6,-9,2.9,-0.1,13,9,-7
CC1CCCCN1Cc1c(O)ccc2c(=O)c(-c3nc4ccccc4s3)c(N)oc12 (centres undefined),-0.7,2,-1.6,-2,9,0.8,0.5,2,-9,-5
CCCCNC(=S)N/N=C1\C(=O)c2cccc3cccc1c23,-4.4,.,-4.4,6,-11,1.2,1.1,.,11,2
Cc1ccc(SCc2nc(-c3ccccn3)no2)cc1,1.8,0,2.3,75,-17,3.4,-0.6,.,17,-6
O=C(Nc1cccc(C(F)(F)F)c1)c1ccc2nc(-c3ccco3)c(-c3ccco3)nc2c1,2.7,0,-0.1,4,82*,1.9,0.6,.,-82,4
COc1cc(C2C=C(c3cccs3)Nc3ncnn32)cc(OC)c1OC (centres undefined),.,33*,.,10,4,.,1.1,.,-4,-6
CN(C)C(=O)c1cc(-c2ccccc2)no1,0.9,.,0.9,41,48,3.6,-1.4,2,-48,0
O=S(=O)(/N=C(/Nc1cccc2ccccc12)c1ccccc1)c1ccc(F)cc1,2.7,-3,3.2,-2,-3,-0.3,-2.2,-15,3,3
CCCCNC(=O)COC(=O)c1cc(Br)ccc1Cl,0.1,-2,-1.4,0,-20,3.2,-0.6,-2,20,2
CCOc1ccc(OCCC(=O)OCC(=O)Nc2ccc3c(c2)OCO3)cc1,1.0,-1,-1.6,15,1,3.6,-2.2,-3,-1,1
COc1cccc(CNC(=O)C2CCN(C(=O)N3CC(C)Oc4ccccc43)CC2)c1 (centres undefined),-0.9,-2,-0.6,.,35,2.1,0.2,-5,-35,-5
O=c1c(Cc2ccc(F)cc2)c(O)ccn1CCc1ccccn1,4.5,1,0.2,5,-4,5.0,-3.0,0,4,0
O=[N+]([O-])c1ccc(O)c(/C=N/NC2=NS(=O)(=O)c3ccccc32)c1,4.0,-2,0.4,3,88*,2.5,-2.5,-4,-88,-4
CCCc1nc(NCCCOCC)c2nnn(Cc3ccccc3)c2n1,0.7,-2,1.5,-5,20,4.0,-18,0,-20,9
CCCCc1ccc(S(=O)(=O)Nc2nnc(C)s2)cc1,3.3,52*,0.3,.,7,-0.1,-4.7,0,-7,-1
Cc1c(NC(=O)COC(=O)c2ccc(O)cc2)c(=O)n(-c2ccccc2)n1C,-0.9,-1,1.9,-5,-38,3.7,0.8,-1,38,-2
Cc1cc2cccc(C)c2nc1SCC(=O)NCC1CCCO1 (centres undefined),3.3,-3,1.9,-9,1,2.6,-0.9,-1,-1,-19
COC(=O)c1ccccc1NC(=O)CSc1n[nH]c(C)n1,-2.5,-6,-2.0,2,6,1.8,-0.4,-1,-6,-3
O=C(Cn1c(=S)[nH]c2ccccc2c1=O)NCCc1ccccc1,1.7,0,-0.5,-11,-17,2.0,-1.2,-1,17,1
CCOc1cc(N2CCOCC2)c(OCC)cc1NS(=O)(=O)c1cc(NC(C)=O)ccc1OC,1.6,.,-1.3,1,.,-1.7,-0.2,-2,.,4
O=C(Nc1ccc(Br)c(Cl)c1)C1CC1,2.8,-2,-1.0,.,0,4.5,-2.3,4,0,-1
CCN1C(=NCCN2CCOCC2)N[C@@H](c2ccccc2)C(C(=O)OC)=C1C,3.6,0,0.0,4,-11,-0.2,-0.2,-2,11,0
CCOC(=O)CSc1nc(C)c(Oc2ccc(Cl)cc2Cl)c(=O)[nH]1,1.3,0,-2.8,8,-3,1.5,-0.8,0,3,11
CCc1c(C)sc(NC(=O)OC)c1C(=O)N1CCOCC1,-0.2,-1,-2.2,-2,-34,1.6,-0.9,8,34,1
Cc1ccccc1NC(=S)NC1CCN(Cc2ccccc2)CC1,6.7,-1,2.1,-6,1,3.4,-2.0,.,-1,3
O=C(Nc1cc(Cl)ccc1Oc1ccccc1)c1ccc(F)cc1,3.2,-3,-1.7,6,20,3.0,0.1,.,-20,-2
C/C(N)=C(/C#N)C(=O)COC(=O)c1cc(-c2ccc(Br)cc2)nc2ccccc12,-0.8,2&-2,-2.1,23&5,48&35,0.0&2.7,1.0&-1.6,0&0,-48&-35,0&-1
Cc1cc(C)c(C)c(S(=O)(=O)N2CCC(C(=O)NNC(=O)c3ccccc3O)CC2)c1C,15*,-4,8.8,-8,119*,12*,-3.9,-6,-119,-6
O=C(Nn1cnc2ccccc2c1=O)c1ccc(Br)cc1,-0.2,-2,-2.5,-12,0,3.7,-1.1,-3,0,-1
Cc1cccc(NC(=O)CSc2nnc(CNC(=O)c3ccc(S(=O)(=O)N(C)C)cc3)n2-c2ccccc2)c1,2.1,-1,1.5,-6,13,1.6,-2.9,.,-13,4
CCOc1cccc(C2C(C(=O)c3ccco3)=C(O)C(=O)N2Cc2ccncc2)c1 (centres undefined),1.5,-3,1.1,2,-12,3.4,-5.2,.,12,-7
COc1ccccc1CCC(=O)OCC(=O)c1c(N)n(CC(C)C)c(=O)n(C)c1=O,0.3,-2,1.1,-22,-9,1.0,-1.6,1,9,9
COc1ccccc1NC(=O)/C(=C\c1cccs1)NC(=O)c1ccco1,-0.5,-8,-0.8,-18,3,2.3,0.5,1,-3,0
COc1ccccc1-n1cnc2cc(C(=O)NCc3ccco3)ccc21,2.0,-7,-1.5,2,24,1.3,-1.0,.,-24,6

Just MITF act, for some of the entries so far:
smiles	MITF act
Cc1cccc(NC(=O)CSc2nnc(CNC(=O)c3ccc(S(=O)(=O)N(C)C)cc3)n2-c2ccccc2)c1	-6
CCOc1cccc(C2C(C(=O)c3ccco3)=C(O)C(=O)N2Cc2ccncc2)c1 (centres undefined)	2
COc1ccccc1CCC(=O)OCC(=O)c1c(N)n(CC(C)C)c(=O)n(C)c1=O	-22
COc1ccccc1NC(=O)/C(=C\c1cccs1)NC(=O)c1ccco1	-18

Remaining list, next part
molecule,AddAB inh,CAL PDZ FP-1,E coli growth,MITF act,SR-BI HDL uptake,phage Ecoli inh,CAL PDZ FP-2,Wnt bcat act,SR-BI DiI-HDL act,Tat export inh
O=[N+]([O-])c1cccc(-c2nc(-c3ccccc3)c(-c3cccs3)[nH]2)c1,-2.1,1,1.7,-3,.,2.8,-0.9,.,.,-1
CC(=O)Nc1ccc(S(=O)(=O)Nc2ccc(=O)n(Cc3ccc(Cl)c(Cl)c3)c2)cc1,0.3,1,-0.8,9,.,2.7,-3.1,-3,.,-11
C/C(=N\Nc1cccc(C(=O)O)c1)c1ccc2c(c1)Nc1ccccc1S2,2.0,1,-0.3,17,.,.,-0.3,.,.,-2
COc1ccc(/C=N/NC(=O)Cn2cc(C(F)(F)F)ccc2=O)cc1,4.1,1,-2.3,-1,2,-0.6,0.0,-1,-2,0
O=C(c1ccccc1-n1cccc1)N1N=C(C(F)F)CC1(O)C(F)F (centres undefined),1.9,-2,1.7,-5,5,2.2,-0.5,-3,-5,-9
O=[N+]([O-])c1ccc(CS(=O)Cc2ccccc2)cc1 (centres undefined),.,-10,.,25,-3,3.6,-0.6,1,3,-12
Cc1cc(/C(N)=N/OC(=O)c2ccc(Cl)cc2)no1,3.9,.,-1.5,.,-30,0.7,-1.4,0,30,-5
COc1cc(OC)cc(C(=O)Nc2ccc(CN3CCCCC3)cc2)c1,3.4,0,1.0,12,21,0.6,-0.3,-2,-21,-4
CC(=O)C(Cc1ccccc1)NC(=O)COc1ccc2c(c1)OCO2 (centres undefined),-1.8,-6,-2.1,0,8,4.2,-1.5,5,-8,3
Cc1cccc(OCC(=O)NCc2nc(-c3ccccc3)no2)c1,-0.9,.,0.5,-4,-12,2.0,-2.9,-1,12,-14
Cc1c(C(=O)Nc2ccc(F)cc2)sc2ncn(CC(=O)N3CCCCC3)c(=O)c12,4.2,3,1.4,-14,31,3.2,0.1,0,-31,-1
C=CCSc1nc2ccccc2c(=O)[nH]1,0.4,.,0.8,0,-16,3.4,-0.6,1,16,-7
CN(Cc1cn(C)nc1-c1ccccc1F)CC1CCCCO1 (centres undefined),1.5,2,0.6,8,.,0.6,-0.2,3,.,20

Look-ups from the list:
AddAB inh result of COc1cc(OC)cc(C(=O)Nc2ccc(CN3CCCCC3)cc2)c1 reads 3.4
CAL PDZ FP-2 result of C/C(=N\Nc1cccc(C(=O)O)c1)c1ccc2c(c1)Nc1ccccc1S2 reads -0.3
